# Source: PubChem (several laboratories)
# PP1 inh: blocks human PP1-alpha phosphatase, a PP5 counter-screen | purified PP1alpha, OMFP fluorescence | inhibition, % at 6.7 µM | hit rate 0.9% among 320,000 | AID 2235;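 active means inhibition above the mean inhibition of all tested compounds plus 3 SD, computed separately for each screening campaign, cut at about 15% in these data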
# Target sequence (P62136 whole entry, looked up): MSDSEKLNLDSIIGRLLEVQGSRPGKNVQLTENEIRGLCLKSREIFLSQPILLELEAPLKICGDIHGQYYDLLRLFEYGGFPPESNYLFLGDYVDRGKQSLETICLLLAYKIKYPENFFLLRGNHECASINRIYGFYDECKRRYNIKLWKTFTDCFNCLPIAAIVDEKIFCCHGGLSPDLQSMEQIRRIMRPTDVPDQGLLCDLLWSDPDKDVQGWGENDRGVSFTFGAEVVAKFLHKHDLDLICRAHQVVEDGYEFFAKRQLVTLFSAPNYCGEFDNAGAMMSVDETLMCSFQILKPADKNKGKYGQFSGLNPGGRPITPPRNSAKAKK
# proCasp7 act: counter-screen for procaspase-3 activators: activators of human procaspase-7. P55210. recombinant procaspase-7, Ac-DEVD-pNA absorbance 405 nm; D23A/D198A/D206A triple mutant, cannot self-cleave; scale: DMSO 0, 5 µM enzyme 100. activation, % at 8.5 µM. hit rate 0.093% among 330,000. AID 463210;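 active means percent activation above the screen-wide mean plus 3 SD, cut at about 25% in these data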
#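 Detection: p-Nitroaniline absorbance at 405 nm, read at 0 and 120 min; system: Uncleavable procaspase-7 mutant enzyme; evaluation: % activation from two-timepoint absorbance difference, scaled to controls; times: 1 h enzyme–compound preincubation and 2 h substrate reaction, both 25 °C; buffer or medium: Zinc-free HEPES pH 7.4 with 300 mM NaCl, 0.01% Triton X-100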
# Efflux pump mplx: inhibitors of Candida antifungal efflux pumps expressed in yeast | AID 485275 | hit rate 0.44% among 330,000 | S. cerevisiae Candida pump triplex, Nile Red efflux | inhibition, % at 10 µM;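 active means plate passing quality check with inhibition over a set limit, or well fluorescence over plate mean plus 4 SD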;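 further: Nile Red retained in pooled yeast measured as flow cytometry median fluorescence; 0% = buffer negative control and 100% = Enniatin B positive control; higher means more Nile Red kept so more efflux inhibition; some compounds called inactive have numbers as strong as hits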
# PP5 inh: PP5 (human) phosphatase inhibition; inhibition, % at 6.7 µM; hit rate 0.18% among 320,000; purified PP5c, OMFP substrate fluorescence; P53041; AID 1987;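 active means inhibition above the campaign's mean inhibition across all tested compounds plus 3 SD, cut at about 9.5% in these data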;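 further: 0% = DMSO only and 100% = 100 µM cantharidin control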
# Target sequence (P53041 whole entry, looked up): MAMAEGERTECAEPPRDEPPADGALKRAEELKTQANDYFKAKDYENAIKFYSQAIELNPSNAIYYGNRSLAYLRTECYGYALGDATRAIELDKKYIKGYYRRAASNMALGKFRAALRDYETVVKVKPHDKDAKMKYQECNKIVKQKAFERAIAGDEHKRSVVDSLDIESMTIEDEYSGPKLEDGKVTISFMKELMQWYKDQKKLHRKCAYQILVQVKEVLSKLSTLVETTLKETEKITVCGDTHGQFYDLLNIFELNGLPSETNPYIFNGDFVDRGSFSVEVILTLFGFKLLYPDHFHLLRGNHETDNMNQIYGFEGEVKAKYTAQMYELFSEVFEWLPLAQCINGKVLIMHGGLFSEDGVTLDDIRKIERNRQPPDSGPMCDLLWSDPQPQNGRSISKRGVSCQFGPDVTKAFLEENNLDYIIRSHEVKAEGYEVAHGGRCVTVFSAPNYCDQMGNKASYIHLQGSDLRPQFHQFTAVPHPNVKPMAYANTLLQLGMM
# proCasp3 act: procaspase-3 (human) activation. activation, % at 8.5 µM. hit rate 0.11% among 330,000. P42574. AID 463141. recombinant procaspase-3 D3A, Ac-DEVD-pNA absorbance 405 nm;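 active means activation above the mean of all tested compounds plus 3 SD, cut at about 21% in these data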;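 further: 0% = DMSO alone and 100% = DMSO wells spiked with extra 5 µM PC-3 D3A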
# Target sequence (P42574 whole entry D9A/D28A/D175A): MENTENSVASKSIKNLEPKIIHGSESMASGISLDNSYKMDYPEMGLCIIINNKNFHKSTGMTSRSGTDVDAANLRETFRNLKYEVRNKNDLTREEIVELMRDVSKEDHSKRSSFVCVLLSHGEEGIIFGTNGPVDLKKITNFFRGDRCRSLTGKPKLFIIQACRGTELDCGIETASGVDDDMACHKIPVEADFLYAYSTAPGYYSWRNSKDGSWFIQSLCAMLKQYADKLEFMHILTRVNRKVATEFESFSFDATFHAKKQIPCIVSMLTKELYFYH
#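 System: Procaspase-3 D3A mutant. Medium: Zinc-free 300 mM NaCl, 50 mM HEPES, 0.01% Triton X-100. Schedule: 1 h preincubation plus 2 h reaction at 25 °C. Measured by: 405 nm absorbance of p-nitroaniline, reads at 0 and 120 min. Read-out: percent activation relative to control range.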
# TPT1 inhibitor: inhibitors of Candida albicans tRNA 2'-phosphotransferase TPT1 | recombinant caTPT1, FP RNA substrate dephosphorylation | inhibition, % at 5 µM | hit rate 0.81% among 300,000;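 active means inhibition above the mean of all tested compounds plus 3 SD, set per screening campaign, cut at about 24% in these data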;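 further: plate controls were DMSO alone for no effect and ferristatin control at 100 nM for full effect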
# core dimer inh: blocks dimerization of HCV core protein; inhibition, % at 5 µM; hit rate 0.33% among 300,000; AID 1899; TR-FRET GST/Flag-core106 dimerization, 1536-well;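 active means inhibition above the mean of all tested compounds plus 3 SD, set per screening campaign, cut at about 45% in these data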
#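 test system = GST/Flag-tagged HCV core106 proteins | probe or stimulus = Eu donor and XL665 acceptor anti-tag antibodies | times = compound-protein-antibody incubation 4 h at 22.5 °C | signal = TR-FRET, excitation 340 nm, emission 617 and 671 nm | measure = percent inhibition of core106 dimerization signal | controls = wells lacking GST-core106 and wells with excess unlabelled core106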
# GASC-1 inh: human JMJD2C demethylase inhibition; Q9H3R0; GST-JMJD2C(1-420) H3K9me3 demethylation, DELFIA europium; inhibition, % at 2.35 µM; hit rate 0.069% among 330,000; AID 2099;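 active means more than half of a compound's replicate wells show inhibition beyond 50%, single wells judged on their own value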;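 further: signal counts dimethyl H3K9 product captured on neutravidin plate; 0% = median of DMSO wells and 100% = 0.3 times that DMSO median; strong numbers were not always called active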
# CTSL1 counter: cathepsin L1 inhibition, PFM18AAP counter-screen; recombinant F. hepatica cathepsin L1, Z-Leu-Arg-MCA fluorescence; inhibition, % at 5.96 µM; hit rate 0.49% among 300,000; AID 1906;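 active means inhibition above the mean of all tested compounds plus 3 SD, set per screening campaign, cut at about 17% in these data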;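 further: 0% = plate median of test compound wells and 100% = 1 µM Z-Phe-Ala-diazomethylketone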
# * = called active by the depositor; i = inactive; · = no result given; & = joins results of further samples. Hits appear at their usual frequency; overall some 2.9% were active at least once.
SMILES,PP1 inh,proCasp7 act,Efflux pump mplx,PP5 inh,proCasp3 act,TPT1 inhibitor,core dimer inh,GASC-1 inh,CTSL1 counter
COc1ccccc1C(CNC(=O)COc1ccccc1C)N1CCCC1 (stereo unspecified),-6,5,0.1,-2.0,4,0,1,-1,6
Cc1ccc(Oc2nc3ccccn3c(=O)c2/C=C(\C#N)C(=O)Nc2c(C)n(C)n(-c3ccccc3)c2=O)cc1,0,7,-0.6,0.7,-12,-4,5,0,2
Cc1cc(C)c[n+](-c2[nH]c(=O)sc2/C=N/NC([S-])=Nc2ccccc2)c1,-2,-22,1.4,-2.7,-20,-41,-6,2,7
Cc1ccccc1N1CCN(Cc2cccc(C(=O)O)c2)CC1,-2,11,0.2,-2.6,6,0,-3,2,2
O=C(Cc1ccccc1[N+](=O)[O-])Nc1ccc(S(=O)(=O)N2CCCC2)cc1,-1,8,-0.2,3.6,8,3,-2,-27,-2
CCOC(=O)CN1C(=O)N[C@@H](c2cccs2)C(C(=O)OC)=C1C,3,-2,-0.2,-0.3,-4,-3,-18,-6,1
CS(=O)(=O)N1CCC(C(=O)N2CCc3ccccc3C2)CC1,-1,-4,-0.1,-0.7,0,-3,-3,-3,-2
COc1ccc(-n2c(COc3ccccc3)nnc2SCC(N)=O)cc1,-1,3,-0.1,3.7,-1,1,-3,-1,-2
Cc1nc([N+](=O)[O-])c(SCC(O)CCl)n1Cc1ccc(Cl)cc1 (stereo unspecified),-3,-1,0.1,0.0,-2,0,-2,-31,1
CCOC(=O)C1(CCOc2ccccc2)CCN(Cc2cccc(F)c2)CC1,2,-3,-0.1,0.8,3,-1,0,4,2
S=C(NCc1cccs1)Nc1ccc(Br)cc1Cl,2,-27,0.0,2.5,-4,-5,-1,-4,2
CCOC(=O)N1CCN(S(=O)(=O)CCNC(=O)c2ccccc2)CC1,-7,5,0.0,-0.7,2,-4,-3,17,-4
O=C(c1cc(-c2ccccc2)nc2ccccc12)N1CCOCC1,-4,1,-0.1,2.6,7,-1,3,-10,-1
O=C1C=CC(=C(c2ccc(O)cc2)c2ccc(O)cc2)C=C1,4,14,-0.2,1.3,9,·,·,-6,·
NS(=O)(=O)c1cccc(NC(=O)CCCNC(=O)c2ccc(Cl)cc2)c1,1,-13,0.1,0.3,-1,3,6,-10,-4
CC1=CCC2C(=O)N(c3ccc(C)cc3)C(=O)C2C1 (stereo unspecified),-3,3,-0.1,-2.6,-7,1,0,-5,1
CSc1nc2ccsc2c(=O)n1-c1ccccc1,-1,-7,0.0,2.3,0,-1,-1,-4,18*
O=C(c1ccco1)N1CCN(c2ncnc3c2oc2ccccc23)CC1,2,2,0.0,-2.5,-6,-7,8,2,-1
CCC(C)c1ccc(NC(=S)NCCn2cc(Cl)cn2)cc1 (stereo unspecified),11,3,0.0,3.5,7,-2,0,41,11
COc1ccc(/C(C)=N/NC(=O)c2cc(-c3cccnc3)nc3ccccc23)cc1,-7,-10,0.0,3.4,0,4,3,23,-2
O=C(NCCCO)c1nc2ccccc2s1,-5,1,0.0,0.2,-1,-5,-2,1,-3
O=C1C2C3c4ccccc4C(c4ccccc43)C2C(=O)N1Cc1cccnc1 (stereo unspecified),-3,4,0.0,0.2,-6,-3,2,-4,-1
O=C(NCCCN1CCN(Cc2ccccc2)CC1)C1CCN(S(=O)(=O)N2CCCC2)CC1,-4,7,0.0,0.5,2,-2,-8,4,-1
COC(=O)Nc1ccc(S(=O)(=O)N2CCN(c3ccc(F)cc3)CC2)cc1,2,-11,0.2,6.9,-4,-3,4,11,-6
COc1cc(OC)c(C(=O)O/N=C(\N)c2ccccn2)cc1OC,2,-2,0.0,0.0,-6,2,-1,3,0
SMILES,PP1 inh,proCasp7 act,Efflux pump mplx,PP5 inh,proCasp3 act,TPT1 inhibitor,core dimer inh,GASC-1 inh,CTSL1 counter
CCOC(=O)N1CCN(C(=O)CCCOc2ccccc2)CC1,4,5,-0.1,-0.8,3,-1,-5,-1,0
CCOC(=O)c1c(NC(=O)CSc2ncn[nH]2)sc(C(C)=O)c1C,-3,2,0.2,-0.5,11,-1,6,1,6
CSc1nc2ccccc2n1Cc1cccc(F)c1,1,3,0.0,0.2,-4,-6,-6,-5,-3
C=CCc1cccc2cc(C(=O)NNC(=O)c3ccncc3)c(=O)oc12,-2,-14,0.0,0.8,-4,5,6,3,1
CCNC(=O)NC(=O)COC(=O)c1ccccc1SCC(=O)NC(=O)NCC,0,-24,-0.1,-0.8,-30,-1,-25,-1,-4
Cc1cc(C)n(C(=O)c2ccc(C)c(Br)c2)n1,-1,8,0.3,1.4,4,-3,0,6,-7
COc1ccc([N+](=O)[O-])cc1NC(=O)CSc1nncn1-c1ccccc1,6,9,0.0,3.4,-6,4,2,-6,4
CCOc1ccccc1CNC(=O)CCC(=O)N1Cc2ccccc2Oc2ncccc21,-3,3,-0.1,-0.2,-3,-3,11,-6,0
O=C(Nc1cccc(F)c1)C1CCCN1S(=O)(=O)c1cccc2cccnc12 (stereo unspecified),-2,1,-0.2,1.5,0,1,3,16,1
O=C1CCNCCN1[C@H](CO)Cc1ccccc1,0,1,-0.1,1.4,-3,-2,-2,-15,-1
COc1ccc(N(CC(=O)N2CCN(Cc3ccccc3)CC2)S(C)(=O)=O)cc1,7,4,0.5,-0.8,7,1,-4,-14,2
FC(F)(F)c1ccc(CSc2ccccn2)cc1,-2,3,-0.1,0.3,5,-2,0,1,-2
Clc1ccc(CSc2snnc2-c2ccccc2)c(Cl)c1,-3,1,0.0,1.7,-2,-4,5,30,3
Cc1nc2ccc(Cl)cc2c(-c2ccccc2)c1C(=O)N(C)C,-2,4,0.2,-1.4,-5,2,1,6,0
COC(=O)C(NC(=O)c1ccccc1)(Nc1nc(C)cs1)C(F)(F)F (stereo unspecified),-6,0,0.5,2.9,3,-1,-1,-7,-1
COc1ccc(N(C(=O)Cn2nnc3ccccc32)C(C(=O)NCc2ccco2)c2ccc(C)o2)cc1 (stereo unspecified),4,9,-0.1,0.3,-3,-2,9,18&6,2
CCOc1ccccc1OC(=O)CN1C(=O)c2ccccc2C1=O,-2,-2,0.0,0.0,8,-1,5,15,5
Cc1cc(=O)oc2cc(NC(=O)c3cccc(S(=O)(=O)N(C)C)c3)ccc12,1,3,0.1,-1.8,10,-5,26,-5,-3
Cc1ccc(OCCCC(=O)NCc2ccco2)c(C)c1,1,1,0.0,1.3,3,-3,-2,0,3
CCN(CC)C(=O)[C@H]1CC(CC(=O)NCc2ccc(OC)c(OC)c2)C(=O)N2CCc3c([nH]c4ccccc34)[C@]12C (stereo partly specified),·,-1,-0.1,·,3,·,·,-2,·
Clc1ccc(-n2ncc3c(NCc4ccc5c(c4)OCO5)ncnc32)cc1,-1,5,-0.1,0.0,5,0,0,6,4
COc1ccc(-c2nc3ccccc3c(=O)n2CCOc2cc(C)ccc2C)cc1,-10,1,0.7*,1.3,7,-2,12,0,-2
c1ccc(CSc2ccc(-c3ccc4c(c3)OCO4)nn2)cc1,-1,4,-0.1,-1.1,5,1,7,1,3
Cc1ccc(N2C(=O)N(CC(=O)Nc3cccc(C)c3C)C(=O)C2C)cc1 (stereo unspecified),-3,0,-0.1,1.2,3,2,0,24,1
Cc1ccc(S(=O)(=O)N2CC3(C)CN(S(=O)(=O)c4ccc(C)cc4)CC(C)(C2)C3=O)cc1,0,-3,0.1,1.9,-1,-4,0,2,1
SMILES,PP1 inh,proCasp7 act,Efflux pump mplx,PP5 inh,proCasp3 act,TPT1 inhibitor,core dimer inh,GASC-1 inh,CTSL1 counter
CCOC(=O)C1=C(C)NC(SCC(=O)Nc2cc(C)on2)=C(C#N)C1c1cccs1 (stereo unspecified),0,1,0.0,0.2,-9,4,3,-3,-4
Cc1c(C(N)=O)sc2ncn(CCOc3ccccc3)c(=O)c12,-4,6,-0.1,-1.0,0,1,0,19,10
CC(C(=O)NC1CCCC1)N1C(=O)c2cccc3cccc1c23 (stereo unspecified),1,-5,0.0,0.9,-7,-3,-18,-10,3
CC(=O)c1cc2c(cc1NC(=O)CN1CCCCC1C)OCO2 (stereo unspecified),4,11,0.2,1.5,3,-2,0,10,1
Cc1ccc(O)c(NC(=O)c2ccc3c(c2)C(=O)N(CC(C)C)C3=O)c1,0,0,0.0,2.9,4,-1,15,-5,4
COc1ccccc1CNC(=O)CSC(=S)N1CCCC1,-3,-7,0.1,1.1,-7,1,8,-1,-2
C/C(=N\O)C1/C(=N/O)CC2C1C2(C)C (stereo unspecified),-2,0,-0.2,-1.7,0,2,-1,i,0
O=C(CN1C(=O)NC2(CCCC2)C1=O)OCCOc1cccc(Cl)c1,18*,4,0.0,0.8,7,-2,1,-6,-1

# Part of the list above in order of number of heavy atoms, highest first.
SMILES,PP1 inh,proCasp7 act,Efflux pump mplx,PP5 inh,proCasp3 act,TPT1 inhibitor,core dimer inh,GASC-1 inh,CTSL1 counter
Cc1ccc(S(=O)(=O)N2CC3(C)CN(S(=O)(=O)c4ccc(C)cc4)CC(C)(C2)C3=O)cc1,0,-3,0.1,1.9,-1,-4,0,2,1
CCOC(=O)C1=C(C)NC(SCC(=O)Nc2cc(C)on2)=C(C#N)C1c1cccs1 (stereo unspecified),0,1,0.0,0.2,-9,4,3,-3,-4
Cc1ccc(N2C(=O)N(CC(=O)Nc3cccc(C)c3C)C(=O)C2C)cc1 (stereo unspecified),-3,0,-0.1,1.2,3,2,0,24,1
Cc1ccc(O)c(NC(=O)c2ccc3c(c2)C(=O)N(CC(C)C)C3=O)c1,0,0,0.0,2.9,4,-1,15,-5,4
O=C(CN1C(=O)NC2(CCCC2)C1=O)OCCOc1cccc(Cl)c1,18*,4,0.0,0.8,7,-2,1,-6,-1
c1ccc(CSc2ccc(-c3ccc4c(c3)OCO4)nn2)cc1,-1,4,-0.1,-1.1,5,1,7,1,3
COc1ccccc1CNC(=O)CSC(=S)N1CCCC1,-3,-7,0.1,1.1,-7,1,8,-1,-2
C/C(=N\O)C1/C(=N/O)CC2C1C2(C)C (stereo unspecified),-2,0,-0.2,-1.7,0,2,-1,i,0

# Some of these compounds in order of molar mass, ascending:
SMILES,PP1 inh,proCasp7 act,Efflux pump mplx,PP5 inh,proCasp3 act,TPT1 inhibitor,core dimer inh,GASC-1 inh,CTSL1 counter
C/C(=N\O)C1/C(=N/O)CC2C1C2(C)C (stereo unspecified),-2,0,-0.2,-1.7,0,2,-1,i,0
CC(C(=O)NC1CCCC1)N1C(=O)c2cccc3cccc1c23 (stereo unspecified),1,-5,0.0,0.9,-7,-3,-18,-10,3
O=C(CN1C(=O)NC2(CCCC2)C1=O)OCCOc1cccc(Cl)c1,18*,4,0.0,0.8,7,-2,1,-6,-1
